Bioassay records deposited in PubChem by National Center for Advancing Translational Sciences (NCATS).
Akt phos inh: blocks phosphorylation of Akt. Neuro2A IGF-stimulated pAkt S473 HTRF, 20 min; active compounds read low. activity change, % for hits at 50 µM. 360,000 tested, 0.32% active. AID 651550; in the data active = activity change below about -80%; inconclusive = mostly about -51% to -80%; note: % is set by controls: 0 for no effect and ±100 for the full control effect
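Neuro2A cells (4,500/well, DMEM with 0.5% FBS) were treated with compound at a single 50 µM final concentration, stimulated with 6 nM IGF for 20 min at 37 °C, and lysed. Phospho-Akt Ser473 was read by HTRF as 665/615 ratio ×10^4.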
TGFb inhibitor: inhibitors of TGF-b signaling; HepG2 CAGA-GFP TGF-b/SMAD3 reporter, GFP fluorescence, 18 h; TGF-beta stimulated, 500 pg/mL final; Potency, µM (highest dose often 46.1 µM), inactives show at the highest dose activity, negative = inhibition, usual class: inhibitors; 410,000 tested, 1.2% active; AID 588855; note: potency is the fitted concentration of half-maximal effect; % is set by controls: 0 for no effect and ±100 for the full control effect; nearly all actives have a fitted effect of over 65% in size
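HEPG2 CAGA-GFP cells (1000/well, DMEM with 1% FBS) were pre-incubated 2 h at 37 degrees C, given compound by pin tool, then stimulated with TGF-beta at 500 pg/mL final for 18 h before per-cell GFP fluorescence imaging.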
A549 tox: counter-screen for Nrf2 inhibitors: cytotoxicity in A549 cells; Potency, µM (doses to about 46 µM), inactives show at the top dose activity change, negative = cytotoxicity, actives largely listed as inhibitors; A549 ARE-Fluc cells, CellTiter-Fluor viability, 18-24 h; AID 504648; 390,000 tested, 0.16% active; note: potency is the fitted concentration of half-maximal effect; % is set by controls: 0 for no effect and ±100 for the full control effect
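Cytotoxicity counterscreen: CellTiter-Fluor fluorescence was measured in A549 ARE_Fluc cells after 18-24 h of compound exposure in a concentration series. The subsequent BugLite luminescent read reports ARE-luciferase activity.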
HepG2 viability: counter-screen for TGF-b inhibitors: cytotoxicity in HepG2 cells; Potency, µM (highest dose often 46.1 µM), without a hit: at the highest dose activity change, negative = cytotoxicity, usual class: cytotoxic; AID 588856; 410,000 tested, 0.76% active; HepG2 CAGA-GFP viability, ATP luminescence, 18 h; note: potency is the fitted concentration of half-maximal effect; some results filed as inactive show a strong effect at the top dose
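HepG2 CAGA-GFP cells (1000/well, DMEM with 1% FBS) received compound, then TGF-beta at 500 pg/mL final, and were incubated 18 hours at 37 degrees C. Viability was read by CellTiter-Glo luminescence. Media-only wells were set as complete cell-killing and DMSO as no toxicity.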
Nrf2 inh: inhibitors of Nrf2 signaling; A549 ARE-Fluc reporter, luciferase luminescence, 18-24 h; Potency, µM (titrated, usually from 46 µM), inactives show at the top dose activity change, negative = inhibition, hits mostly inhibitors; 360,000 tested, 2.1% active; note: potency is the fitted concentration of half-maximal effect; % is set by controls: 0 for no effect and ±100 for the full control effect; nearly all actives have a fitted effect of over 60% in size
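Quantitative HTS in A549 cells stably bearing an antioxidant response element-firefly luciferase construct. Inhibition of Nrf2-driven transcription was scored by luminescence after 18-24 h of compound exposure at 37 °C.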
S2 tox: reduces viability in counter-screen for ATXN expression inhibitors. S2 cells (HEK-293 line with an ATXN2-luciferase reporter) viability, CellTiter-Fluor protease fluorescence, 24 h. Potency, µM (titrated, usually from 56.7 µM), usual class: cytotoxic. 400,000 tested, 0.49% active; note: potency is the fitted concentration of half-maximal effect; nearly all actives have a fitted effect of over 40% in size
Nrf2 activator: activates Nrf2 signaling. AREc32 ARE-luciferase reporter (MCF7-derived line), luminescence, 24 h. 410,000 tested, 0.31% active. Potency, µM (top dose mostly 46.1 µM), for the others: top-dose activation, most hits filed as activators; note: potency is the fitted concentration of half-maximal effect; % of control where 0% means no effect; nearly all actives have a fitted effect of over 65% in size
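AREc32 cells carrying an ARE-driven firefly luciferase, 1000 cells/well in OPTI-MEM with 5% FBS, dosed after overnight attachment and incubated 24 hr at 37 deg C. Steady-Glo luminescence read after 30 min at RT.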
MmCpn inh: inhibitors of Methanococcus maripaludis chaperonin (MmCpn). purified Mm-Cpn ATPase, ADP Transcreener TR-FRET. Potency, µM (series often up to 76.9 µM), for inactives: at the top dose activity, negative = inhibition, hits mostly inhibitors. AID 504842. 330,000 tested, 0.031% active; note: potency is the fitted concentration of half-maximal effect; % is set by controls: 0 for no effect and ±100 for the full control effect; nearly all actives have a fitted effect of over 80% in size
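ATPase turnover read by TR-FRET ADP competition (Eu cryptate antibody/ADP-d2, 665/590 nm): 10uM ATP final, 25nM Mm-CPN final, 30 min 37degC after 10-min compound preincubation, pH 7.4 Tris/KCl/MgCl2/DTT buffer.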
CCT chaperon mod: modulators of cytosolic chaperonin (CCT/TRiC) activity; activity change, % (test concentration not listed), hits read low; purified chaperonin ATPase assay, HTRF ADP detection, 30 min; 360,000 tested, 0.3% active; in the data active = activity change below about -30%; note: % is set by controls: 0 for no effect and ±100 for the full control effect
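First, chaperonin was dispensed at 40 nM or 20 nM final depending on batch activity. Next, compounds were pinned at 76 uM and ATP added at 10 uM. After 30 min at 37 °C, ADP detection reagents ran 30 min at ambient temperature.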
Active calls of the source: *; i = inactive; ? = inconclusive; . = no result given; & = joins results of further samples; [ ] = another dose, or the depositor's remark. Unless noted, calls come from the whole dose curve; as a rule, active = well fitted curve in the direction sought with a large enough effect; inconclusive = small, poorly fitted or top-dose-only effect, or another doubt; inactive = no such curve, though single readings can be large; an effect the other way counts as inactive or inconclusive.

nr	Compound	Akt phos inh	TGFb inhibitor	A549 tox	HepG2 viability	Nrf2 inh	S2 tox	Nrf2 activator	MmCpn inh	CCT chaperon mod
1	COc1ccc([C@H]2C=C3CN(C(=O)OC(C)(C)C)S(=O)(=O)[C@H]3C[C@H]2OC(=O)c2cccs2)cc1	i	-2%	-2%	-9%	-10%	i	-0.3%	1%	-0.6
2	CCOC(=O)N1CCc2c(sc3c2C(=O)NC(c2ccccc2)N3)C1 (stereo unspecified)	i	?	-22%	-13%	.	i	?	-4%	-0.8
3	CC(C)CC(=O)Nc1nnc(SCC(=O)Nc2ccc(F)cc2)s1	i	-1%	1%	-15%	-6%	i	-0.3%	-1%	-0.4
4	CCCCCOC(=O)C1[C@H]2C(=O)N(CCCOC)C[C@]23C=C[C@H]1O3 (stereo partly specified)	i	19%	-22%	-2%	-3%	i	-0.6%	2%	-0.5
5	COCCNc1nc(Oc2ccc(Cl)c(Cl)c2)c2sccc2n1	i	-5%	.	6%	.	i	11%	.	-0.6
6	Cc1ccc(Cn2c(C(C)Nc3nc(-c4ccc(C)cc4)cs3)nc3cc(Cl)c(Cl)cc32)cc1 (stereo unspecified)	i	-1%	5%	-21%	?	i	1.3%	-2%	-0.2
7	Cc1cc(=O)[nH]c(SCC(=O)Nc2c(C)n(C)n(-c3ccccc3)c2=O)n1	i	5%	0%	0%	3%	i	-0.2%	1%	-3.2
8	CC(OC(=O)C1CCN(c2ccc(C(F)(F)F)cn2)CC1)C(=O)c1ccccc1 (stereo unspecified)	i	8%	11%	-26%	3%	i	2.8%	0%	-0.9
9	N#C/C(=C\c1ccc(Cl)cc1)c1n[nH]c(Cn2cncn2)n1	.	5%	-4%	-12%	?	i	5.4%	-2%	-0.4
10	CCOC(=O)c1ccc(NC(=O)CSc2nc3cccnc3n2C)cc1	i	?	-8%	-33%	21µM*	i	-0.4%	1%	1.9
11	CCOc1ccc(C(C)=O)cc1CSc1nnc(-c2ccoc2C)n1N	i	-8%	4%	-2%	-10%	i	10%	-5%	-3.2
12	COc1ccc(OCC(=O)OCC(=O)Nc2cc(S(=O)(=O)N3CCOCC3)ccc2Cl)cc1	i	-3%	1%	-9%	-8%	i	0.3%	2%	-0.4
13	CCc1nn2c(=O)cc(COC(=O)c3ccccc3NC(=O)C3CCCCC3)nc2s1	.	12%	-13%	4%	.	.	1.0%	.	.
14	CC(C)=CC(=O)N1CCCC(N2CCN(c3ccc(F)cc3)CC2)C1 (stereo unspecified)	i	-4%	3%	-14%	-8%	i	-0.4%	-2%	1.2
15	CNC(=O)c1cc(C(=O)c2c(Cl)cccc2Cl)c[nH]1	i	9%	-1%	25%	-16%	i	3.0%	1%	-0.3

(further entries)
nr	Compound	Akt phos inh	TGFb inhibitor	A549 tox	HepG2 viability	Nrf2 inh	S2 tox	Nrf2 activator	MmCpn inh	CCT chaperon mod
16	CN1CCN(C(=S)Nc2ccc(Oc3ccccc3)cc2)CC1	i	-14%	-1%	-7%	18%	i	2.0%	1%	1.8
17	Cc1cc(F)ccc1-c1cc(C(=O)NCc2cccc(C(F)(F)F)c2)[nH]n1	i	?	.	-41%	.	i	-0.5%	.	-0.5
18	COc1cc(C(=O)NCC(=O)N2CCN(S(=O)(=O)c3ccccc3)CC2)cc(OC)c1OC	i	4%	0%	-9%	0%	i	-0.8%	-1%	0.1
19	CCC1(C)Cc2c(sc(NC(=O)CCC(=O)O)c2C#N)CO1 (stereo unspecified)	i	-3%	-2%	27%	8%	i	-0.1%	0%	1.0
20	CC1Sc2ccc(S(=O)(=O)CCC(=O)NC3CCCC(C)C3C)cc2NC1=O (stereo unspecified)	.	?	-6%	-19%	5%	i	-0.4%	-1%	-1.5
21	COc1cccc(N2CCN(c3c(C#N)c(C(F)(F)F)nn3C)CC2)c1	i	-15%	-6%	-34%	?	i	-1.1%	1%	-0.9
22	CC(C)CCn1c(=O)c2sccc2n2c(CCCC(=O)N3CCC(N4CCCCC4)CC3)nnc12	.	-1%	-22%	-15%	?	i	-0.1%	-2%	-3.3
23	Cc1ccc(S(=O)(=O)N2CCCOC2CNC(=O)C(=O)NCc2ccccn2)cc1 (stereo unspecified)	i	-3%	-7%	9%	6%	i	-0.9%	-1%	-0.1
24	Cc1ccc(SCC(=O)OCC(=O)NCc2ccco2)cc1	i	-11%	-1%	-57%	-9%	i	-0.4%	0%	-5.6
25	CCCn1c(SCc2nc(-c3ccc(OC)c(OC)c3)no2)nnc1-c1ccccc1	.	-26%	-2%	-24%	?	?	5.5%	.	.
26	Cn1ncc2c(=O)[nH]c(N)nc21	i	0%	0%	3%	8%	i	0.3%	.	0.6
27	CC(=O)Nc1ccc(S(=O)(=O)NCc2ccc(C(=O)NCc3ccc(Cl)cc3)cc2)cc1	i	-11%&-10%	3%&-3%	-44%&-20%	-8%&0%	i	-0.1%&0.6%	0%	0.4
28	CCC(Oc1ccccc1)C(=O)Nc1ccccc1OCc1cc(=O)n2ccccc2n1 (stereo unspecified)	.	-11%	0%	0%	.	.	-0.8%	.	.
29	Cc1cc(OC(C)C(=O)N2C[C@H]3C[C@@H](C2)c2cccc(=O)n2C3)c2c(C)c(C)c(=O)oc2c1 (stereo partly specified)	i	18%	-1%	-3%	-18%	i	0.6%	-2%	-1.5
30	Cc1cccc(OCc2ccccc2)n1	i	19%	-1%	8%	19%	i	-0.7%	.	0.9

Going on with the list:
nr	Compound	Akt phos inh	TGFb inhibitor	A549 tox	HepG2 viability	Nrf2 inh	S2 tox	Nrf2 activator	MmCpn inh	CCT chaperon mod
31	NC(CCc1ccccc1)c1csc(Nc2ccc(C(=O)c3ccccc3)cc2)n1 (stereo unspecified)	i	?	.	16µM*	.	?	4.6%[9.22 µM]	.	-1.8
32	CCOC(=O)c1c(NC(=O)CN(C)C2CCN(C)CC2)sc(C(=O)Nc2ccccc2)c1C	i	13%	1%	-27%	21%	i	-1.2%	-5%	-1.2
33	CCOCCCNC(=O)C(c1ccc(OC)cc1)N(Cc1ccc2c(c1)OCO2)C(=O)CNC(C)=O (stereo unspecified)	i	1%	-11%	-13%	3%	i	0.0%	1%	0.8
34	NCCNc1ccc([N+](=O)[O-])c(NC2CC2)c1	i	-12%	-17%	-5%	-8%	?	-0.3%	0%	-3.3
35	Cc1ccc(C(=O)Nc2cnc3ccccc3c2)cc1	i	-30%	-9%	-29%	.	i	-2.2%	-1%	-0.1
36	CCOC(=O)C1(C)CCCN(C(=O)c2ccccc2OC(F)(F)F)C1 (stereo unspecified)	i	-5%	.	0%	.	i	0.0%[9.22 µM]	.	-0.7
37	O=C(NCc1cccnc1)c1ccc(S(=O)(=O)N2CCCCC2)cc1	i	-7%	0%[1.84 µM]	-18%	?	i	-0.5%	0%	-0.7
38	CCCN(CC(=O)Nc1ccccc1OC)C(=O)CCC(=O)c1ccc(OCC)cc1	i	-1%	6%	10%	-8%	i	0.5%	0%	1.2
39	COc1ccccc1-c1nc(SC)n[nH]1	i	2%	-2%	9%	9%	i	0.8%	-1%	0.3
40	COc1ccc(-c2noc(N(c3cccc(Cl)c3)c3nc(-c4ccc(OC)c(OC)c4)no3)n2)cc1OC	.	?	5%	-20%	9%	i	0.4%	.	.
41	Cc1ccccc1-c1cc(C(=O)NCc2cccc(C(F)(F)F)c2)nn1CC1CC(c2cccc([N+](=O)[O-])c2)=NO1 (stereo unspecified)	i	-32%	3%	3%	-14%	i	-0.9%	-2%	-1.2
42	CCOc1ccc(CCNC(=O)COC(=O)Cn2cnc3c2c(=O)n(C)c(=O)n3C)cc1OCC	i	8%	0%	-6%	10%	?	-0.3%	1%	-1.2
43	CN(C)c1ccc(CN2CCCC(O)C2)cc1 (stereo unspecified)	i	0%	-4%	-4%	16%	i	-0.3%	0%	0.5
44	CC1CCCN(S(=O)(=O)c2ccc3[nH]c(=O)cc(C(=O)NCCc4ccc(Cl)cc4)c3c2)C1 (stereo unspecified)	.	-1%	-2%	5%	.	.	3.1%	.	.
45	NC(=O)CN1CCN(Cc2ccc3c(c2)OCO3)CC1	i	4%	-22%	6%	-8%	i	-0.6%	-1%	-0.2

New compounds follow.
nr	Compound	Akt phos inh	TGFb inhibitor	A549 tox	HepG2 viability	Nrf2 inh	S2 tox	Nrf2 activator	MmCpn inh	CCT chaperon mod
46	CCOC(=O)N1CC=C2C(C#N)=C(N)C(C#N)(C#N)[C@H](c3cccs3)[C@H]2C1	i	7%	-1%	-21%	.	i	16%	0%	-2.6
47	CC(=O)Nc1cccc(NC(=O)CSc2ccc(-c3ccco3)nn2)c1	i	-10%	1%	-1%	17%	i	?	-6%	-4.7
48	c1ccc(Cc2c[nH]c3ccccc23)cc1	i	-14%	0%	4%	3%	i	3.1%	1%	-1.6
49	OCCNCC(O)Cn1ccc2ccccc21 (stereo unspecified)	i	0%	1%	1%	-9%	i	-0.6%	-1%	2.1
50	O=C(NC(=S)NCc1ccccc1Cl)c1cccs1	i	-19%	4%	-1%	?	i	16%	-2%	-0.4
51	CC(C)OC(=O)CC(=O)CSc1nc2c(cc1C#N)CCCCCC2	i	-3%	1%	1%	11%	i	-0.2%	-3%	-2.6

Reprinted: compounds 50–51
nr	Compound	Akt phos inh	TGFb inhibitor	A549 tox	HepG2 viability	Nrf2 inh	S2 tox	Nrf2 activator	MmCpn inh	CCT chaperon mod
50	O=C(NC(=S)NCc1ccccc1Cl)c1cccs1	i	-19%	4%	-1%	?	i	16%	-2%	-0.4
51	CC(C)OC(=O)CC(=O)CSc1nc2c(cc1C#N)CCCCCC2	i	-3%	1%	1%	11%	i	-0.2%	-3%	-2.6
